# Screening data as filed in PubChem BioAssay.
# GRK2 inh: human GRK2 inhibition via aptamer displacement; P25098; actives 0.59% (n = 330,000); inhibition of aptamer binding, % at 10 µM; bead flow cytometry, FAM-aptamer displacement from GRK2;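 active = inhibition of aptamer binding above 40%, roughly 3 SD of noise, on plates passing a quality check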;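 note: median bead fluorescence of bound FAM aptamer so fluorescent compounds give negative values; no value below 0 was filed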
# CR mimetic SO: caloric restriction mimetics inhibiting age-related superoxide in yeast | S. cerevisiae aged cells, superoxide DHE fluorescence; hits give low values | superoxide response (% of plate mean), % at 10 µM | actives 0.18% (n = 330,000) | AID 2690;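 active = superoxide response under a set limit, about three screen SD below normal, cut at about 65% in these data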;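 note: yeast aged for seven days with compound at 30 °C before DHE staining; 100% = average MFI of all compound-treated wells on the plate with controls excluded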
# VLA-4 inh: inhibition in a human VLA-4 binding assay; P13612; VLA-4 expressing cells, ligand binding flow cytometry; inhibition, % (about 7 µM as worked out from the volumes in the protocol); actives 0.2% (n = 330,000); in the data active = inhibition above about 50%
# MCL1 BIM primary: disrupts human MCL1 binding to BIM-BH3 peptide. actives 0.68% (n = 320,000). GST-MCL1 / FITC-Bim-BH3 fluorescence polarization. Q07820. inhibition, % at 10.9 µM;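 active = inhibition above the mean inhibition of all tested compounds plus 3 SD, set per campaign, cut at about 40% in these data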;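 note: 0% = DMSO wells and 100% = unlabeled Bim-BH3 peptide control; higher means more loss of mP so more displacement of Bim peptide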
# Target sequence (Q07820 whole entry, looked up): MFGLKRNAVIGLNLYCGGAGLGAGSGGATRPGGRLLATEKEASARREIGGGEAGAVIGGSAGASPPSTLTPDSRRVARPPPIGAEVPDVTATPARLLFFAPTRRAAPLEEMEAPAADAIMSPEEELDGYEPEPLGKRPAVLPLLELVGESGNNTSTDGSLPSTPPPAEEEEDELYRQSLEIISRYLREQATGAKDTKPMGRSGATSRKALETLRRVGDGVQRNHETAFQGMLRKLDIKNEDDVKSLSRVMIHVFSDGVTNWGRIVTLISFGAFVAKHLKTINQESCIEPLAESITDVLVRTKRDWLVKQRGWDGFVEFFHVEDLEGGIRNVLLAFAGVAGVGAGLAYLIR
# AGP1 TOR yeast: yeast TOR pathway AGP1-GFP modulation; AID 2066; actives 0.02% (n = 320,000); GFP response vs DMSO, % at 10 µM; S. cerevisiae AGP1-GFP multiplex flow cytometry, 3 h; GFP as percent of DMSO wells;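 active = GFP response relative to DMSO above a set limit, near screen average plus 3 SD, cut at about 150% in these data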;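 note: median GFP channel fluorescence of the gated AGP1 strain per well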
# MEX-5 binding: C. elegans MEX-5 TCR-2 RNA binding activity; Q9XUB2; MEX-5/FITC-TCR2 RNA binding, fluorescence polarization; hits give low values; activity score (negative = inhibition of binding), % at 10 µM; actives 0.38% (n = 300,000); AID 1832;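 active = inhibition past about -25% in most replicates, and total fluorescence under double the plate's negative control median, limit read from the data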;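 note: 0% = DMSO and -100% = 5 µM competing unlabeled TCR2 RNA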
# CIT2-GFP yeast: alters CIT2-GFP fluorescence in TOR pathway yeast screen; S. cerevisiae CIT2-GFP strain, flow cytometry, 3 h; 100 means same as DMSO wells; GFP response vs DMSO, % at 10 µM; actives 0.065% (n = 320,000); AID 2029;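 active = GFP response relative to DMSO above a set limit, near the screen mean plus 3 SD, cut at about 150% in these data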;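 note: ratio of well median GFP fluorescence to mean of DMSO wells on the plate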
# GLD-1 RNA inh: GLD-1-TGE RNA interaction inhibition (C. elegans) | actives 0.44% (n = 320,000) | purified GLD-1 + fluorescein TGE RNA, fluorescence polarization | inhibition, % at 5.96 µM;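 active = percent inhibition above a per-plate cutoff, the plate mean of test compounds plus 3 SD, cut at about 30% in these data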;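 note: 0% = DMSO wells with GLD-1 and probe and 100% = wells lacking GLD-1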
# Target sequence (Q17339 whole entry, looked up): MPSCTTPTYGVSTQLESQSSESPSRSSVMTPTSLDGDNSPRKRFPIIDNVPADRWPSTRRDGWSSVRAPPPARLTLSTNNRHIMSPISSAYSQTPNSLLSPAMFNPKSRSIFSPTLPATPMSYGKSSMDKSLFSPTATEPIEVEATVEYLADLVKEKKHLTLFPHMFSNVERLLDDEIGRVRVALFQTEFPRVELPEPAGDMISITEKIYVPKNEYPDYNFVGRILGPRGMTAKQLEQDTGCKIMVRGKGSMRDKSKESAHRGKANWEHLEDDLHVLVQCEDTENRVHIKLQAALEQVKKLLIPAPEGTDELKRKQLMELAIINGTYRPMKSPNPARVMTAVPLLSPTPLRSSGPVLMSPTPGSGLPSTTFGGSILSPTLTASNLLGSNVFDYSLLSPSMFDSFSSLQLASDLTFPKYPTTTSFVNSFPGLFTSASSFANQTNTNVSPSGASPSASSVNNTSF
# BCLXL inh: Bcl-xL (human) inhibition; inhibition, % at 10.9 µM; actives 0.7% (n = 320,000); GST-Bcl-xL / FITC-Bim BH3 peptide fluorescence polarization; Q07817; AID 2129;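 active = inhibition above the mean of all tested compounds plus 3 SD, cutoff set per campaign, cut at about 30% in these data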;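 note: 0% = DMSO wells and 100% = unlabeled Bim-BH3 peptide competitor; inhibitors lower millipolarization by displacing the labeled peptide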
# Target sequence (Q07817 whole entry, looked up): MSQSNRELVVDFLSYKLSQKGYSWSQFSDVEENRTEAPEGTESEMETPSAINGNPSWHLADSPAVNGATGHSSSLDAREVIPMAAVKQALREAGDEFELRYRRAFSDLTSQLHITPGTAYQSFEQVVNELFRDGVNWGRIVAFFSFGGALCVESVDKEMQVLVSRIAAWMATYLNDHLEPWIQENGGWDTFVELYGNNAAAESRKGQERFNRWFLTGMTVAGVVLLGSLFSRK
# * marks the source's active call; other numbers are inactive results; nt = not tested or not shown.
SMILES,GRK2 inh,CR mimetic SO,VLA-4 inh,MCL1 BIM primary,AGP1 TOR yeast,MEX-5 binding,CIT2-GFP yeast,GLD-1 RNA inh,BCLXL inh
Cc1nn(-c2ccccc2)nc1C(=O)Nc1ccc2[nH]ncc2c1,0.0,110.4,2.3,-4.8,102.9,1.3,102.9,-2.0,5.5
COCCC(=O)N1CCCC(N2CCN(c3ccc(F)cc3)CC2)C1 (centres undefined),0.0,96.2,0.1,5.3,110.3,0.1,118.5,2.2,1.6
O=C(Nc1ccc2c(c1)C(=O)OC2)Nc1cccc2ccccc12,3.0,104.7,-0.3,-2.1,100.8,-2.1,94.2,-3.6,-3.5
O=C(C1CCN(S(=O)(=O)c2ccc3ccccc3c2)CC1)N1CCN(c2ncccn2)CC1,0.0,81.2,0.4,3.6,95.1,-0.3,100.1,3.0,2.4
CC1(C)C(=O)C2(CCCCC2)C(=O)OC1c1cccn1-c1ccc([N+](=O)[O-])cc1 (centres undefined),2.0,115.2,4.5,6.5,97.1,0.9,103.3,9.9,4.7
Cc1c(C)n(Cc2ccccc2)c2ccc(C(=O)O)cc12,1.0,89.2,14.1,-0.3,100.4,-1.3,89.0,5.0,3.1
CCCN(CC(=O)Nc1cc(Cl)ccc1Cl)C(=O)c1ccc(N2CCCC2=O)cc1,1.0,85.2,6.8,0.7,100.2,nt,101.2,-1.8,2.6
COc1cccc(C(=O)NCc2ccc3c(c2)OCO3)c1,0.0,107.4,2.5,6.7,98.2,0.1,96.8,-0.6,0.9
Cc1csc2nc(CNS(=O)(=O)c3ccc(-c4ccccc4)cc3)cn12,0.0,97.8,19.3,0.1,96.4,0.6,99.1,1.6,4.1
O=C(O)/C=C/c1ccc(-c2cccc(C(F)(F)F)c2)o1,1.0,130.2,3.3,8.3,91.3,-1.3,104.7,-0.4,3.3
O=C(/C=C/Nc1ccccc1)c1ccc(Oc2ncccn2)cc1,2.0,99.7,0.7,-6.9,103.3,0.0,108.9,3.0,1.0
CC(C)CN(/C=N/c1sc2c(c1C#N)CCCCC2)CC(C)C,2.0,114.3,-9.4,8.6,91.3,0.9,90.4,5.1,4.5

# Part of the list above in order of molar mass, high to low.
SMILES,GRK2 inh,CR mimetic SO,VLA-4 inh,MCL1 BIM primary,AGP1 TOR yeast,MEX-5 binding,CIT2-GFP yeast,GLD-1 RNA inh,BCLXL inh
O=C(C1CCN(S(=O)(=O)c2ccc3ccccc3c2)CC1)N1CCN(c2ncccn2)CC1,0.0,81.2,0.4,3.6,95.1,-0.3,100.1,3.0,2.4
CC1(C)C(=O)C2(CCCCC2)C(=O)OC1c1cccn1-c1ccc([N+](=O)[O-])cc1 (centres undefined),2.0,115.2,4.5,6.5,97.1,0.9,103.3,9.9,4.7
O=C(/C=C/Nc1ccccc1)c1ccc(Oc2ncccn2)cc1,2.0,99.7,0.7,-6.9,103.3,0.0,108.9,3.0,1.0
COc1cccc(C(=O)NCc2ccc3c(c2)OCO3)c1,0.0,107.4,2.5,6.7,98.2,0.1,96.8,-0.6,0.9
O=C(O)/C=C/c1ccc(-c2cccc(C(F)(F)F)c2)o1,1.0,130.2,3.3,8.3,91.3,-1.3,104.7,-0.4,3.3

# More compounds follow:
SMILES,GRK2 inh,CR mimetic SO,VLA-4 inh,MCL1 BIM primary,AGP1 TOR yeast,MEX-5 binding,CIT2-GFP yeast,GLD-1 RNA inh,BCLXL inh
CSc1nn(CCc2ccncc2)c(=S)s1,0.0,102.7,6.8,-11.0,103.1,0.8,111.1,1.3,-10.7
CCCCC/C=C/C1=CC(=O)C[C@H](c2ccc(Cl)cc2)C1,0.0,104.1,0.0,6.7,102.1,nt,101.5,-1.2,6.6
Cc1ccccc1CN1C(=O)c2ccccc2Sc2ccc(C(=O)NCCN3CCOCC3)cc21,0.0,86.4,-3.0,-0.3,108.8,-0.4,118.2,-16.6,4.7
COc1cc(OC)cc(-c2n[nH]c(=S)n2-c2ccc3c(c2)OCO3)c1,0.0,98.5,24.6,-14.9,100.6,1.8,94.3,0.1,-24.3
O=C(Nc1cccc(-n2cnnn2)c1)c1ccccc1Br,1.0,92.8,8.5,-3.9,96.2,1.7,99.0,-7.3,0.1
CCOC(=O)CN1C(=O)C(Sc2n[nH]c(-c3ccc(C)cc3)n2)CCc2ccccc21 (centres undefined),4.0,93.7,7.4,5.9,107.9,2.9,103.7,-4.6,1.8
O=C(NCc1nnc(SCC(=O)N2CCCC2)o1)c1ccccc1,0.0,96.7,-6.1,-2.1,110.0,0.4,108.7,3.2,5.5
O=C(NC(=S)Nc1ccccc1[N+](=O)[O-])c1ccccc1Cl,nt,102.8,-0.3,-4.1,91.6,2.3,80.1,2.8,-0.8
CCOC(=O)CS(=O)(=O)c1ccc2ccccc2c1,0.0,111.0,5.7,-3.8,103.8,2.4,107.8,-0.2,-1.9
Cc1ccc(CNC(=O)C(=O)NCC2OCCN2C(=O)c2cccs2)cc1 (centres undefined),0.0,93.6,12.2,6.0,99.9,3.6,97.2,1.8,3.1
CCOC(=O)c1c(NC(=O)CN2CCN(C(=O)c3ccco3)CC2)sc(C(N)=O)c1C,0.0,100.9,-12.8,-1.1,104.1,2.7,107.9,0.1,1.8
C=CCC[C@@H](Cc1ccc(F)cc1)C(=O)OC[C@H](C)NC(=O)[C@@H](CC=C)CC(=O)N(CCO)Cc1ccccc1,3.0,87.2,17.4,nt,107.4,nt,94.8,1.8,nt
O=C(c1ccc(Cl)c([N+](=O)[O-])c1)N1CCN(Cc2ccc3c(c2)OCO3)CC1,0.0,110.1,1.4,2.6,102.6,1.3,102.0,3.5,-1.1
c1cnc(Oc2ccc3oc4ccccc4c3c2)nc1,1.0,96.1,-13.1,5.9,88.1,2.0,87.9,8.8,6.1
c1ccc(CCc2nn3c(Cn4cnc5ccccc54)nnc3s2)cc1,2.0,116.3,5.4,4.2,110.9,-0.5,106.9,5.8,2.5
CCOCCn1ccc2c(OCC(=O)Nc3ccccc3OC)cccc2c1=O,0.0,93.0,6.2,-5.0,110.5,2.1,88.7,-3.5,-1.1
COc1ccccc1-c1cn[nH]c1-c1ccc(O)cc1O,2.0,95.7,12.8,-1.2,103.5,-10.3,101.9,1.2,4.9
CCn1c(C)c2c([n+]1CC)CC(C)(C)CC2=O,0.0,86.3,-4.7,-19.4,103.7,-5.7,102.5,1.6,-20.8
COC(=O)[C@@H]1C[C@@]2(O)[C@@H](O)[C@@H](O)[C@@H](O)C[C@H]2N1Cc1ccc(Cl)cc1,0.0,109.4,12.8,8.9,90.4,2.1,115.8,4.8,6.7
O=C(O)c1cc(-c2ccc3c(c2)OCO3)nc2ccc(Cl)cc12,3.0,103.6,4.4,16.4,81.6,-1.4,72.4,-3.1,10.9
O=C(O)Cc1ccc(NC(=O)Nc2cccc(Cl)c2)cc1,0.0,102.4,16.1,-0.4,109.6,3.7,97.4,-5.9,6.2
COc1ccc(-c2nn(CCC#N)cc2C(=O)Nc2cccc(C(=O)O)c2)cc1[N+](=O)[O-],0.0,101.3,12.9,1.8,98.3,-1.4,91.8,3.2,3.1
COc1cccc(-n2nnc3c(=O)n(Cc4c(F)cccc4Cl)cnc32)c1,1.0,103.5,9.9,-3.2,104.6,-2.2,101.8,7.9,2.8
CCCNC(=O)CSCc1nc(-c2ccc(SC)cc2)oc1C,0.0,91.3,3.2,2.1,92.9,-2.2,92.5,-3.9,5.5
COC(=O)C1=C(C)NC(=O)C1(NC(=O)c1cccnc1)C(F)(F)F (centres undefined),3.0,111.9,4.5,-0.2,95.5,-2.1,81.1,-3.3,1.9
O=C(O)CC12CC3CC(C1)CC(n1ncc(NCc4ccc(F)cc4)c(Cl)c1=O)(C3)C2,0.0,119.9,1.9,5.3,107.8,-1.8,104.2,3.6,8.1
COc1cc(OC)c(-c2nnc(-c3ccc(OC)c(OC)c3OC)o2)cc1OC,3.0,94.3,17.8,4.1,98.3,nt,88.8,1.8,4.0
O=C(Nc1ccc(NC(=O)C23CC4CC(CC(C4)C2)C3)cc1)c1cc(F)c(F)cc1Cl,4.0,128.5,13.7,3.0,93.1,-0.2,100.2,-3.1,0.7
CC(=O)Nc1cccc(NC(=O)COC(=O)C2CC3CCCC(C2)C3=O)c1 (centres undefined),0.0,98.5,-6.9,-34.8,98.4,0.4,98.3,-11.3,-5.8
CCc1cccc2c(C(=O)COC(=O)c3ccc([N+](=O)[O-])s3)c[nH]c12,0.0,84.7,6.0,2.6,20.9,-0.7,75.6,0.6,3.5
O=C(NC(Cc1c[nH]c2ccccc12)c1nnc2n1CCCCC2)c1cccs1 (centres undefined),2.0,88.2,-10.0,5.0,103.3,0.6,116.3,-6.9,2.9
CC1CCCC(NC(=O)COC(=O)c2ccc(N(C)C)cc2)C1C (centres undefined),0.0,114.8,2.8,0.6,97.7,-1.1,96.4,4.6,3.5
O=C(NCCC(=O)N1CCN(Cc2c(F)cccc2Cl)CC1)c1ccc(Cl)cc1,0.0,97.9,7.9,4.1,93.4,nt,91.2,0.5,6.6
O=C1CCC(C(=O)OC(C(=O)Nc2ccc([N+](=O)[O-])cc2Br)c2ccccc2)=NN1 (centres undefined),7.0,118.7,7.0,0.9,105.4,nt,101.3,-1.2,4.4
O=C(Nc1ccc(-c2csc(Nc3ccc(Cl)cc3)n2)cc1)c1cc([N+](=O)[O-])cc(C(F)(F)F)c1,0.0,92.0,41.9,12.8,81.5,0.4,87.5,4.6,2.3
CCc1ccc(N(CC(=O)Nc2nc3ccc(C)cc3s2)S(=O)(=O)c2c(C)noc2C)cc1,0.0,95.2,41.8,7.3,110.0,-3.5,104.1,3.1,0.8
O=C(CN1C(=O)NC2(CCc3ccccc32)C1=O)c1ccc2c(c1)OCCO2 (centres undefined),0.0,94.7,-15.7,-3.5,101.5,0.1,107.4,-1.5,2.2
Cc1nn(-c2ccccc2)c(C)c1/C=C/C(=O)OCC(=O)Nc1ccc(C(N)=O)cc1,0.0,148.1,-5.5,-4.0,92.9,nt,86.2,-1.6,-2.5
O=C(Nc1ccccc1Cl)NC1(C(=O)NCc2cccnc2)CCCCC1,0.0,97.8,6.6,-2.5,113.2,0.4,107.6,4.8,0.3
Cc1cccc(N(C)S(=O)(=O)c2c[nH]c3ccc([N+](=O)[O-])cc23)c1,1.0,112.7,0.5,-0.6,74.7,-0.5,85.5,-3.3,-2.0
CCOC(=O)C1CCN(C(=O)COc2ccc(Cl)cc2)CC1,3.0,100.9,-17.3,-2.6,106.0,-0.5,96.3,-1.2,-2.3
COc1ccc(C2NC(=O)NC(C)=C2C(=O)OCc2ccc3c(c2)OCO3)cc1OC (centres undefined),0.0,97.5,-16.5,-7.5,107.9,0.0,104.8,0.3,-1.0
COc1cccc(NC(=O)N2CCC(NC(=O)c3ccco3)CC2)c1,0.0,106.5,-5.7,7.4,74.0,-0.8,96.9,-1.3,2.8
CC(=O)Nc1ccc(S(=O)(=O)N2CCN(C(=O)c3cccnc3)CC2)cc1,5.0,102.9,-16.5,2.8,107.1,1.1,105.2,-0.2,4.4
Cc1oc2ccc(OCC(N)=O)cc2c1C(=O)OC(C)C,5.0,103.0,20.3,-3.6,97.6,0.8,90.7,-0.4,-4.3
